NPC1 prom act = qHTS Assay for NPC1 Promoter Activators; Huh7 NPC1 promoter luciferase reporter, 24 h; Potency, µM (highest dose often 9.22 µM), without a hit: top-dose activation, usual class: activators; 320,000 compounds, 2.4% hits;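 also: potency is read from the fitted curve at half-maximal effect; % of control where 0% means no effect; nearly all actives have a fitted effect of over 60% in size; reporter is driven by a mutant NPC1 promoter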
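Huh7 cells stably carrying NPC1 promoter–luciferase, plated in Opti-MEM with 10% FBS for 2 h, were exposed to compound in DMSO for 24 h at 37 °C; luciferase reagent was added for 10 min and luminescence read.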
FLuc counter = qHTS profiling assay for firefly luciferase inhibitor/activator using purifed enzyme and Km concentrations of substrates (counterscreen for miR-21 project); Luciferin 4-monooxygenase (Photinus pyralis), P08659; purified FLuc, Km substrates, luminescence inhibition; Potency, µM (series often up to 57.5 µM), for inactives: at the top dose activity change, negative = inhibition, hits mostly inhibitors; 360,000 compounds, 6.9% hits;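 also: potency is read from the fitted curve at half-maximal effect; plate controls were vehicle for no effect and reference inhibitor for full effect; nearly all actives have a fitted effect of over 55% in size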
Target sequence (P08659 whole entry, looked up): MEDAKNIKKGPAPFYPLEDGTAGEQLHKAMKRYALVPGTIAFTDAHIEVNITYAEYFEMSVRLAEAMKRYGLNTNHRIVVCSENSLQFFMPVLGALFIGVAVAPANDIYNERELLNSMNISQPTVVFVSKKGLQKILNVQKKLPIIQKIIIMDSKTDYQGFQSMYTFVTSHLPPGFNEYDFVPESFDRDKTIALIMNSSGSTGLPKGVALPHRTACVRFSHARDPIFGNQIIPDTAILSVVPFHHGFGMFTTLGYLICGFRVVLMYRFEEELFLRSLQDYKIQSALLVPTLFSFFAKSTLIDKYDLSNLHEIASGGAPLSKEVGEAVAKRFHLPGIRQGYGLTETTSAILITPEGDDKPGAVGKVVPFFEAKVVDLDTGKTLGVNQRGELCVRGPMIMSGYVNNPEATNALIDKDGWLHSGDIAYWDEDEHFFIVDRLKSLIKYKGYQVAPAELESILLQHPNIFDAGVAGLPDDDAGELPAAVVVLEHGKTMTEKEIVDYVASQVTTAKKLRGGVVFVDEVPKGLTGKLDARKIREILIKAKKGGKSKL
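Biochemical qHTS of compounds, final roughly 60 µM downward over six points, against 10 nM purified firefly luciferase using Km concentrations of substrates (10 uM D-luciferin, 10 uM ATP) in Tris acetate pH 7.5 buffer; luminescence output.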
BRCA1 expr up = qHTS Assay to Identify Small Molecule Activators of BRCA1 Expression; MCF7-BRCA1-FFLuc reporter, luminescence, 48 h; response scale: scaled: vehicle 0%, 10 µM genistein 100%; Potency, µM (doses to about 46.1 µM), for inactives: at the highest dose activation, actives largely listed as activators; AID 624202, 2012; 380,000 compounds, 1.1% hits; also: potency is read from the fitted curve at half-maximal effect; nearly all actives have a fitted effect of over 80% in size; some results filed as inactive show a strong effect at the top dose
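MCF7 cells carrying a BRCA1-firefly luciferase reporter (2000 cells/well, phenol-red free MEM) were attached for 2 h at 37 °C, then given compounds for 48 h. Luminescence was read 15 min after luciferase reagent; activity normalized to genistein (10 microM) and DMSO.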
VP16 counter = VP16 counterscreen qHTS for inhibitors of ROR gamma transcriptional activity; 310,000 compounds, 3.5% hits; Potency, µM (doses to about 53.6 µM), inactives show at the highest dose activity, negative = inhibition, most hits filed as inhibitors; Drosophila S2 Gal4-VP16 UAS-luciferase, luminescence, 20 h; AID 2546, 2010;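 also: Gal4-VP16 expression switched on by copper sulfate through the metallothionein promoter; potency is read from the fitted curve at half-maximal effect; % is scaled to controls: 0 for no effect and ±100 for the full control effect; nearly all actives have a fitted effect of over 50% in size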
p53 reactivation = qHTS assay for re-activators of p53 using a Luc reporter | H1299 p53-A138V BP100-luciferase reporter, luminescence, 24 h | Potency, µM (series often up to 92.2 µM), without a hit: at the top dose activity change, positive = activation, actives largely listed as activators | 320,000 compounds, 0.063% hits | AID 504706, 2011; also: potency is read from the fitted curve at half-maximal effect; % of control where 0% means no effect; nearly all actives have a fitted effect of over 45% in size
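H1299 (p53-null), stable ts p53-A138V + BP100-Luc; 1000 cells/well, Opti-MEM/10% FBS; cpd 4 pt, 1:5; 24 h, 37 deg C, 5% CO2; detection reagent 10 min RT; luminescence.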
TRPV1 ag = HTS Assay for Compounds that Act as Agonists of the Vanilloid Receptor 1 | TRPV1-expressing cells, Fluo-8 calcium influx, agonist mode | activation, % at 8.33 µM | 320,000 compounds, 0.19% hits; in the data active = activation above about 80%; inconclusive = between about 30% and that limit; also: 0% is about no effect
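Cells expressing TRPV1 were dye-loaded with Fluo-8 and read kinetically: 10 s baseline, 3 min after compound (agonist portion), then 2 min after EC20 capsaicin (allosteric enhancer portion). Calcium-bound dye fluorescence at 480/520 nm.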
Tb PFK block = qHTS Assay to Find Inhibitors of T. brucei phosphofructokinase. ATP-dependent 6-phosphofructokinase (Trypanosoma brucei brucei), O15648. T. brucei PFK, ADP-Glo luminescence. Potency, µM (top dose mostly 57.5 µM), for inactives: top-dose activity, negative = inhibition, most hits filed as inhibitors. 330,000 compounds, 0.17% hits;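 also: potency is read from the fitted curve at half-maximal effect; 0% = uninhibited 1x PFK enzyme wells and -100% = no-enzyme wells; nearly all actives have a fitted effect of over 60% in size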
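1.25 nM PFK with 0.5 mM F6P and 0.1 mM ATP in 0.1 M TEA pH 8.0, 5 mM MgCl2, incubated 45 min at room temperature; ADP measured by ADP-Glo luminescence; compounds titrated up to 57 uM.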
ELG1 repair inh = qHTS screen for small molecules that inhibit ELG1-dependent DNA repair in human embryonic kidney (HEK293T) cells expressing luciferase-tagged ELG1 | 330,000 compounds, 2.3% hits | Potency, µM (doses to about 46.1 µM), for the others: at the top dose activity change, negative = inhibition, most hits filed as inhibitors | HEK293T ELG1-luciferase reporter, luminescence, 16 h; DNA damage induced by 5-fluorouridine | AID 504467, 2011; also: potency is read from the fitted curve at half-maximal effect; % is scaled to controls: 0 for no effect and ±100 for the full control effect; nearly all actives have a fitted effect of over 55% in size
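HEK293T cells expressing luciferase-tagged ELG1 (2,000/well) received 5-Fluorouridine plus compound or DMSO for 16 hr at 37 °C. Luciferase was read by ONE-Glo luminescence after 30 min at room temperature.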
Rab9 prom act = qHTS Assay for Rab9 Promoter Activators; Huh7 Rab9 promoter-luciferase reporter, luminescence, 24 h; Potency, µM (doses to about 9.22 µM), without a hit: at the top dose activation, negative = inhibition, usual class: activators; 320,000 compounds, 2.8% hits; AID 485297, 2010; also: potency is read from the fitted curve at half-maximal effect; % of control where 0% means no effect; nearly all actives have a fitted effect of over 60% in size
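Rab9 promoter-driven luciferase in stably transfected Huh7 cells; 1500 cells/well rested 2 h, exposed to compound in DMSO for 24 h at 37 °C, 5% CO2. Luminescence read 10 min after adding luciferase reagent at ambient temperature.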
RORg inh = qHTS for inhibitors of ROR gamma transcriptional activity. Drosophila S2 Gal4-RORgamma UAS-luciferase reporter, 20 h. Potency, µM (titrated, usually from 53.6 µM), without a hit: at the top dose activity change, negative = inhibition, hits mostly inhibitors. AID 2551, 2010. 310,000 compounds, 5.4% hits; also: potency is read from the fitted curve at half-maximal effect; % is scaled to controls: 0 for no effect and ±100 for the full control effect; nearly all actives have a fitted effect of over 60% in size
Target sequence (P51450 whole entry, looked up, the tested form may be a part): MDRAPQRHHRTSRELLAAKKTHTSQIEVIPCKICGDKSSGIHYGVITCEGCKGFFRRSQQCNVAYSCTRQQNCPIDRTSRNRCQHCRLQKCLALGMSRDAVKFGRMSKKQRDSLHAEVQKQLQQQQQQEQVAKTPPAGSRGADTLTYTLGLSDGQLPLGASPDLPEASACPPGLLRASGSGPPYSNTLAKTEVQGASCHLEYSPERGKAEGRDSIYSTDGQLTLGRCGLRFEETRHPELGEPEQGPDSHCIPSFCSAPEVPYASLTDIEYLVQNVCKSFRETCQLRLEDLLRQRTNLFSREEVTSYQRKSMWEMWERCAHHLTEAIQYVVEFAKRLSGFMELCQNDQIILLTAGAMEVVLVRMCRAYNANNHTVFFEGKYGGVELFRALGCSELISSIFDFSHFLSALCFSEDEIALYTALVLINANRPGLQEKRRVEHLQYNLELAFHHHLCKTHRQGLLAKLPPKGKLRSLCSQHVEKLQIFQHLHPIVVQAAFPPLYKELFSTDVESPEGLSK
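Stable Schneider cell line, Gal4 DNA-binding domain fused to ROR gamma, UAS-luciferase. Cmpd 1 hr RT → CuSO4 700 uM final → 20 hr RT → luciferase reagent 10 min → luminescence.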
ELG1 genotox = qHTS screen for small molecules that induce genotoxicity in human embryonic kidney (HEK293T) cells expressing luciferase-tagged ELG1 | HEK293T ELG1-luciferase reporter, luminescence, 16 h | Potency, µM (top dose mostly 46 µM), for the others: at the highest dose activity change, positive = activation, hits mostly activators | 330,000 compounds, 1.3% hits | AID 504466, 2011; also: potency is read from the fitted curve at half-maximal effect; % of control where 0% means no effect; nearly all actives have a fitted effect of over 60% in size
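Reporter readout depends on ELG1 protein level, which increases with genetic stress. After 16 hr compound exposure at 37 °C, luciferase activity was quantified using ONE-Glo.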
* marks the source's active call; other numbers are inactive results; ? = inconclusive; · = not tested or not shown; & = joins results of further samples; [ ] = remark or other dose. Unless noted, calls follow the shape of the dose curve; as a rule, active = well fitted curve in the direction sought with a large enough effect; inconclusive = small, poorly fitted or top-dose-only effect, or another doubt; inactive = no such curve, though single readings can be large; an effect the other way counts as inactive or inconclusive.

Structure	NPC1 prom act	FLuc counter	BRCA1 expr up	VP16 counter	p53 reactivation	TRPV1 ag	Tb PFK block	ELG1 repair inh	Rab9 prom act	RORg inh	ELG1 genotox
CCCc1nnc(NC(=O)CCC(=O)NCCc2ccc(OC)c(OC)c2)s1	-2%	5%	15%	-4%	-3%	-1	9%	15%	-9%	25%	5%
COc1cccc(-c2ccc3ncnc(NCc4cccnc4)c3c2)c1	2%	-3%	0%	?	0%	·	5%&-1%	5.2µM*	2%	?	-6%
Nc1c(Cl)cc(-c2csc(NCCc3nc4cc(Cl)c(Cl)cc4n3CCCO)n2)cc1Cl	12%	1%	0%	-4%	·	8	0%	?	3%	-3%	-7%
O=C(COc1ccc(Cl)cc1)NCc1nnc(SCC(=O)NC2CCCC2)o1	·	-2%	-1%	2%	·	-2	·	·	·	21%	·
COc1ccc(N2C(=O)CC(N3CCC(O)(c4ccc(Cl)cc4)CC3)C2=O)cc1 (configuration not stated)	0%	5%	0%	-2%	-3%	1	8%	-9%	-4%	?	-1%
S=c1[nH]c(-c2ccccc2)cn1/N=C/c1ccncc1	?	?	18%	-14%	-3%	4	?	-13%	5%	6.3µM*	-4%
O=C(Nc1ccc(F)cc1)c1cccnn1	-3%	-8%	20%	-11%	12%	-2	-5%	?	16%	0%	3%
O=C(COc1ccccc1F)NCC(c1ccc(F)cc1)N1CCOCC1 (configuration not stated)	5%	-2%	0%	·	4%	1	54%	-6%	4%	·	-4%
COc1ccc(-c2oc(=O)c3cc(OC)c(OC)cc3c2C#CCCCO)cc1	·	·	-15%	·	0%	·	7%	?	·	·	10%
COc1ccccc1C(=O)COC(=O)c1cc(=O)[nH]c2ccccc12	-2%	-8%	-1%	·	-1%	6	-12%	?	-1%	·	?
Cc1ccc(C(C)n2cc(C(=O)NCc3cccnc3)nn2)cc1 (configuration not stated)	-4%	1%	-4%	-12%	0%	29	-2%	-6%	2%	2%	0%
O=C(c1cc(-c2cccc(Cl)c2)nc2ccccc12)N1CCN(c2ccccn2)CC1	5%	19µM*	-30%	?	-3%	-3	-3%	23µM*	11%	27%	-22%
Cc1cc(C)nc(NC(N)=NC2CCCCC2)n1	0%	0%	-65%	-8%	-3%	0	0%	?	-8%	-27%[10 µM]	-10%
CCOc1ccc(NC(=O)CN2CCN(Cc3c(F)cccc3F)CC2)cc1	-1%	2%	-10%	0%	-3%	3	3%	-20%	-12%	25%	0%
O=C(Nc1ccccc1)N1C2CCC1CC(O)(c1cccnc1)C2 (configuration not stated)	-6%	1%	-22%	-4%	-13%	2	4%	-6%	-7%	?	0%
COc1ccc(C2=C(C#N)C(=O)OC2)cc1	-8%	4%	2%	1%	-1%	·	-3%	-4%	0%	-14%	8%
CCC(C)(C)C(=O)Nc1nnc(CCc2ccccc2)s1	2.8µM*	?	8.9µM*	?	18%	1	-2%	?	4µM*	?	21µM*
Cc1noc(NS(=O)(=O)c2ccc(NC(=O)c3cc4ccccc4o3)cc2)c1C	·	·	-1%	·	-16%	·	26%	-1%	·	·	3%
CCn1c2ccccc2c2cc(NC(=O)CSc3nnc(-c4ccc(OC)cc4)n3N)ccc21	-5%	0%	-23%	?	-13%	-1	-1%	22%	-4%	?	16%
O=C(CN1CCN(C(=O)c2ccco2)CC1)Nc1ccc(F)cc1F	-4%	-14%	51%	-14%	-19%	-2	2%	24%	0%	6%	7%
COc1cc(CN2CCC(C(=O)NCC(C)(C)CN(C)C)CC2)ccc1OCc1ccccc1	12%	-13%	17%	11%	·	-4	-7%	12%	0%	18%[1.91 µM]	?
N#CCCN(C(=O)COC(=O)C1CCN(c2ccc(C(F)(F)F)cn2)CC1)c1ccc(F)cc1	-1%	-2%	-9%	·	-1%	-2	7%	2%	-2%	·	1%
Cc1ccccc1C(=O)NC(=S)NCCN1CCOCC1	0%	-1%	-1%	0%	6%	5	4%	18%	8%	-33%	1%
COc1ccccc1NC(=O)N1CCc2c([nH]c3ccccc23)C1C(F)(F)F (configuration not stated)	-1%	-1%	-28%	5%	4%	15	-7%	0%	-9%	?	-2%
O=c1c2ccccc2nc2n1C(CSc1ccc(Br)cc1)CN2 (configuration not stated)	1%	-7%	-13%	-3%	-1%	·	-3%	2%	-1%	?	-5%
O=[N+]([O-])c1ccc2nc(-c3ccccc3)cc(-c3ccccc3)c2c1	-7%	1%	-12%	-3%	-1%	2	5%	5%	-5%	14%	6%
COc1ccccc1OC(=O)c1ccc2nsnc2c1	2%	?	1%	-9%	4%	0	3%	-2%	-14%	13%	3%
CS(=O)(=O)c1ccc(Cl)c(NC(=O)COC(=O)c2cccc(S(=O)(=O)N3CCCCC3)c2)c1	-1%	3%	-10%	·	·	-5	4%	3%	0%	·	2%
CCC(=O)N1CCc2cc(S(=O)(=O)CCC(=O)NCc3cccs3)ccc21	-2%	0%	-20%	0%	0%	·	-2%	-11%	8%	4%	0%
CCOc1ccccc1CNS(=O)(=O)c1ccc2c(c1)oc(=O)n2C	0%	2%	-19%	-1%	2%	0	0%	-4%	-2%	-24%	-4%
Cc1ccc(C(=O)c2sc3c(c2N)c(=O)[nH]c(=O)n3CCc2ccccc2)cc1	-2%	-1%	-70%	-8%	-3%	0	-3%	-29%	0%	-1%	2%
Cc1ccc(-c2nnc(Cc3ccc([N+](=O)[O-])cc3)o2)cc1	?	-2%	?	?	9%	?	-19%	?	2.2µM*	0.28µM*	?
Cc1ccc(NC(=O)CC2=NC(=O)C(CC(=O)Nc3ccccc3C)S2)cc1 (configuration not stated)	2%	2%	-15%	-1%	7%	-4	-4%	-3%	-2%	3%	0%
O=C1CC(C(=O)Nc2ccc(F)c(Cl)c2)N=C(N2CCCCC2)N1 (configuration not stated)	-1%	2%	22%	21%	2%	0	-6%	11%	19%	38%	1%
O=C(CCC(=O)N/N=C/c1cc(Cl)cc(Cl)c1O)NCc1ccccc1	1%	-16%	-78%	?	2%	-3	-1%	?	-2%	?	-2%
COc1ccc(C(=O)N=C2SC3CS(=O)(=O)CC3N2Cc2ccc(F)cc2)cc1 (configuration not stated)	1%	1%	6%	-17%	22%	1	-10%	-3%	1%	-35%	4%
CC(OC(=O)C1COc2ccccc2O1)C(=O)N(C)c1ccccc1 (configuration not stated)	-3%	4%	0%	-13%	0%	5	-3%	9%	0%	13%	-1%
CCOC(=O)C1CCN(Cc2cnc(Oc3ccc(C(C)(C)C)cc3)s2)CC1	-3%	-11%	-4%	-17%	12%	-3	3%	9%	1%	24%	-2%
COc1cc(/C=N/Nc2nc3ccccc3o2)cc(OC)c1O	1%	15µM*	-3%[1.84 µM]	?	4%	0	-7%	-4%	8%	?	15%
COc1cccc(CNC(=O)CCC2CCCN(Cc3ccc(OC(F)F)cc3)C2)c1 (configuration not stated)	-6%	0%	5%	15%	-4%	7	7%	?	-23%	-7%	-7%
Cc1ccc(N2C(=O)CC(Cn3nc(C)cc3C)C2=O)cc1 (configuration not stated)	1%	0%	-9%	0%	19%	2	-1%	-2%	-5%	-2%	3%
COc1ccc(C(=O)NN(C)c2nc(-c3ccccc3)nnc2C(F)(F)F)cc1	0%	6%	-3%	-13%	1%	1	6%	-19%	0%	-10%	1%
O=C(NCCS(=O)(=O)N1CCN(c2ccccc2F)CC1)c1c(F)cccc1F	1%	-41%	-20%	·	-2%	1	1%	-12%	-7%	·	-6%
COc1cc(NC(=O)c2ccc(-c3csc(C)n3)cc2)c(OC)cc1Cl	?	?	-8%	-23%	·	-3	0%	-3%	24%	-15%	1%
CCOC(=O)c1cc(-c2ccc(OC(F)F)cc2)nc2nc(SC)[nH]c(=O)c12	1%	6µM*	4%	-2%	11%	-1	-6%	?	-4%	?	-4%

Screening results from PubChem BioAssay.
